High-throughput results (PubChem)
ER stress rescue – protection against thapsigargin-triggered cell killing – 384-well, CSM14.1, ATP luminescence, primary screen (AID 1222) | CSM14.1 thapsigargin-induced death rescue, ATP luminescence; higher % means a stronger effect | one-dose cellular ATP content (survival), % at 20 µM; EC50 in µM for titrated hits | 190,000 tested, under 10 active;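 active = EC50 below 50 µM in the dose-response confirmation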;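 note: death triggered by thapsigargin at about 15 µM added after 2 h compound pretreatment; cell ATP read after overnight thapsigargin exposure of roughly 18 to 22 hours; normalized against plate controls of thapsigargin alone and 5% DMSO vehicle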
RSV antiviral HEp-2 – inhibition of RSV-induced cytopathic effect – HEp-2 cells, primary 10 µM value included (AID 2391); HEp-2 cells, RSV-induced CPE inhibition; higher % means a stronger effect; 310,000 tested, 0.13% active; one-dose CPE inhibition, % at 10 µM; IC50 in µM for titrated hits; in the data active = a potency from the dose series; inconclusive = CPE inhibition mostly from about 23% at the one dose, without a potency; inactive = the rest, 99 in 100 with CPE inhibition below about 21%; note: strong numbers were not always called active
LYP phosphatase – inhibitors of LYP phosphatase, biochemical, fluorescence intensity, uHTS (AID 1779); inhibition, % at 11.5 µM; hits with a dose series show IC50 in µM; recombinant LYP phosphatase, fluorescence intensity; higher % means a stronger effect; 290,000 tested, 0.054% active; in the data active = inhibition above about 50%;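 note: plate controls were vehicle with enzyme for no effect and no enzyme for full effect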
NS5 inhibitors – flavivirus cap methylation enzyme inhibition – biochemical, confirmation dose response, primary screen (AID 588689); inhibition, % at 25 µM; hits with a dose series show IC50 in µM; Dengue-2 NS5 methyltransferase capping enzyme assay, biochemical; higher % means a stronger effect; 340,000 tested, 0.3% active; in the data active = a potency from the dose series; inconclusive = inhibition above about 29% without an active follow-up result
Salmonella PhoP GFP – inhibitors of PhoP regulon expression, primary screen, Salmonella Typhimurium, GFP reporter (AID 1863). S. Typhimurium PhoP-regulated promoter GFP reporter, 4 h; higher % means a stronger effect. inhibition, % at 50 µM, or IC50 in µM where a hit was titrated. 300,000 tested, 0.16% active;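 active = inhibition over 29.93%, a cutoff 3 SD above the screen mean, later confirmed by dose response; inconclusive = inhibition over 29.93% but no dose response follow-up; inactive = inhibition at most 29.93% or unconfirmed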;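 note: 0% = low Mg2+ inducing control and 100% = high Mg2+ repressing control; strong numbers were not always called active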
West Nile virus CPE – inhibition of WNV-induced cytopathic effect – cell-based, CPE readout (AID 1621) | West Nile virus-infected cells, CPE inhibition; higher % means a stronger effect | one-dose CPE inhibition, % at 10 µM; IC50 in µM for titrated hits | 290,000 tested, 0.02% active; in the data active = a potency from the dose series; inconclusive = CPE inhibition mostly from about 3.7% at the one dose, without a potency; inactive = the rest, 99 in 100 with CPE inhibition below about 2.2%; note: strong numbers were not always called active
GPR35 arrestin U2OS – GPR35 antagonists blocking zaprinast-driven arrestin recruitment, primary screen, imaging, U2OS, beta-arrestin-GFP, zaprinast agonist (AID 2058) | U2OS GPR35 beta-arrestin-GFP translocation imaging, zaprinast antagonism; higher % means a stronger effect | inhibition, % at 10 µM; hits with a dose series show IC50 in µM | 290,000 tested, 0.052% active;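 active = inhibition of at least 50% with at least 30 cells and total cytoplasm GFP at most 10,000,000; inconclusive = under 30 cells or total GFP of 10,000,000 plus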
Rac1 GTP hydrolysis – MgcRacGAP GTPase-activating activity inhibitors, confirmation, biochemical, ADP Hunter fluorescence | 340,000 tested, 0.6% active | AID 624330 | one-dose inhibition, % at 30 µM; IC50 in µM for titrated hits | MgcRacGAP-stimulated Rac1 GTP hydrolysis, ADP Hunter fluorescence; higher % means a stronger effect; GST-tagged Rac1 F28L mutant substrate;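 active = first-screen hits whose inhibition reached a set limit at any dose in the follow-up dose series; inconclusive = inhibition above the set first-screen limit but never retested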;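 note: fluorescence reports GDP produced by GAP-driven GTP hydrolysis; strong numbers were not always called active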
SV40 large T antigen – TAg ATPase/helicase activity blockers – biochemical (AID 1903); SV40 large T antigen ATPase/helicase inhibition assay; higher % means a stronger effect; inhibition, % at 20 µM, or IC50 in µM where a hit was titrated; 310,000 tested, 0.39% active; in the data active = a potency from the dose series; inconclusive = inhibition mostly from about 32% at the one dose, without a potency; inactive = the rest, 99 in 100 with inhibition below about 32%; note: strong numbers were not always called active
An asterisk follows results filed as active. Compounds as they come. About 1.5% of those tested had a hit in this group.

C(=N\c1nc2ccccc2n1Cc1ccccc1)/c1cccs1 was read as ER stress rescue -2.3%, RSV antiviral HEp-2 5.7%, LYP phosphatase 0%, NS5 inhibitors -2%, Salmonella PhoP GFP 9%, West Nile virus CPE -1.3%, GPR35 arrestin U2OS 10%, Rac1 GTP hydrolysis 3% and SV40 large T antigen 14%.
For CN(C)/C=C(\C#N)C(=O)N/N=C(\CC(=O)C(F)(F)F)c1ccco1 the results were ER stress rescue 2.1%, RSV antiviral HEp-2 -0.3%, LYP phosphatase -9%, NS5 inhibitors -6%, Salmonella PhoP GFP -2%, West Nile virus CPE -0.1%, GPR35 arrestin U2OS -1%, Rac1 GTP hydrolysis 7% and SV40 large T antigen 10%.
`Cc1ccc(/C=C/C(=O)N2CCN(S(=O)(=O)c3cccs3)CC2)o1` gave RSV antiviral HEp-2 -0.3%, LYP phosphatase 0%, NS5 inhibitors 0%, West Nile virus CPE -0.2%, GPR35 arrestin U2OS 9%, Rac1 GTP hydrolysis 18% and SV40 large T antigen 17%.
For Cc1ccc(/C(N)=N/OC(=O)c2ccco2)cc1 the results were ER stress rescue -4.0%, RSV antiviral HEp-2 2.8%, LYP phosphatase 0%, NS5 inhibitors -7%, Salmonella PhoP GFP 4%, West Nile virus CPE 0.3%, GPR35 arrestin U2OS -13%, Rac1 GTP hydrolysis 7% and SV40 large T antigen 15%.
For CC(CCc1ccccc1)NC(=O)CCCn1ncn2c(cc3occc32)c1=O (centres undefined) the results were RSV antiviral HEp-2 3.6%, LYP phosphatase -5%, NS5 inhibitors -4%, Salmonella PhoP GFP -9%, West Nile virus CPE -0.7%, GPR35 arrestin U2OS -12%, Rac1 GTP hydrolysis 10% and SV40 large T antigen 9%.
`CCCCOc1ccc(C(NC(=O)OCC)NC(=O)OCC)cc1` gave ER stress rescue -3.5%, RSV antiviral HEp-2 0.6%, LYP phosphatase -10%, NS5 inhibitors -2%, Salmonella PhoP GFP 7%, West Nile virus CPE -0.8%, GPR35 arrestin U2OS -16%, Rac1 GTP hydrolysis 9% and SV40 large T antigen 6%.
Screening O=C(CSc1ncnc2ccccc12)c1ccco1 returned ER stress rescue -2.8%, RSV antiviral HEp-2 -0.8%, LYP phosphatase -1%, NS5 inhibitors 17%, Salmonella PhoP GFP 7%, West Nile virus CPE -0.7%, GPR35 arrestin U2OS -14%, Rac1 GTP hydrolysis 8% and SV40 large T antigen 16%.
`COc1cc(CNc2ncc(-c3ccc(Cl)cc3)n2C)cc(OC)c1OC` gave RSV antiviral HEp-2 18%, LYP phosphatase -10%, NS5 inhibitors 1%, Salmonella PhoP GFP -3%, West Nile virus CPE -1.7%, GPR35 arrestin U2OS -11%, Rac1 GTP hydrolysis inconclusive and SV40 large T antigen 21%.
`O=C(CC1C(=O)NCCN1C(=O)c1ccccc1)Nc1cc(Cl)ccc1Cl` (centres undefined) gave RSV antiviral HEp-2 1.6%, LYP phosphatase -9%, NS5 inhibitors 4%, Salmonella PhoP GFP -6%, West Nile virus CPE -0.7%, GPR35 arrestin U2OS 4%, Rac1 GTP hydrolysis 6% and SV40 large T antigen 13%.
Screening CN(C)c1ccc(NC(=O)C(=O)NCCOc2ccccc2)cc1 returned ER stress rescue 1.3%, RSV antiviral HEp-2 -0.5%, LYP phosphatase -6%, NS5 inhibitors -6%, Salmonella PhoP GFP 1%, West Nile virus CPE 0.1%, GPR35 arrestin U2OS -11%, Rac1 GTP hydrolysis 5% and SV40 large T antigen 6%.
CCOC(=O)C1C(c2ccccc2)N(C)OC1(O)C(F)(F)F (centres undefined) was read as ER stress rescue -0.8%, RSV antiviral HEp-2 -1.3%, LYP phosphatase -1%, NS5 inhibitors -8%, Salmonella PhoP GFP -3%, West Nile virus CPE 0.3%, GPR35 arrestin U2OS 6%, Rac1 GTP hydrolysis 0% and SV40 large T antigen 7%.
Screening COC(=O)c1ccc(NC(=O)CN(C)S(=O)(=O)c2ccc(OC)c(C)c2)cc1 returned RSV antiviral HEp-2 1.1%, LYP phosphatase 1%, NS5 inhibitors -3%, Salmonella PhoP GFP 9%, West Nile virus CPE 0.3%, GPR35 arrestin U2OS -10%, Rac1 GTP hydrolysis 6% and SV40 large T antigen 2%.
`Cc1ccc(S(=O)(=O)N2CCC(C(=O)NCCC3=CCCCC3)CC2)c(C)c1` gave RSV antiviral HEp-2 10%, NS5 inhibitors -4%, Salmonella PhoP GFP -2%, Rac1 GTP hydrolysis 3% and SV40 large T antigen 6%.
Screening CSc1nsc(SCC(=O)NCc2ccccc2)n1 returned RSV antiviral HEp-2 1.3%, LYP phosphatase -10%, NS5 inhibitors 2%, Salmonella PhoP GFP 7%, West Nile virus CPE -0.7%, GPR35 arrestin U2OS -3%, Rac1 GTP hydrolysis 9% and SV40 large T antigen 11%.
Cc1ccc(-c2csc(NC(=O)C3CSC4(C)CCC(=O)N34)n2)cc1 (centres undefined) was read as RSV antiviral HEp-2 -0.1%, NS5 inhibitors -6%, Salmonella PhoP GFP 10%, Rac1 GTP hydrolysis 4% and SV40 large T antigen 5%.

Reprinted from the part before: two compounds, followed by the next part.
Screening CSc1nsc(SCC(=O)NCc2ccccc2)n1 returned RSV antiviral HEp-2 1.3%, LYP phosphatase -10%, NS5 inhibitors 2%, Salmonella PhoP GFP 7%, West Nile virus CPE -0.7%, GPR35 arrestin U2OS -3%, Rac1 GTP hydrolysis 9% and SV40 large T antigen 11%.
Cc1ccc(-c2csc(NC(=O)C3CSC4(C)CCC(=O)N34)n2)cc1 (centres undefined) was read as RSV antiviral HEp-2 -0.1%, NS5 inhibitors -6%, Salmonella PhoP GFP 10%, Rac1 GTP hydrolysis 4% and SV40 large T antigen 5%.
Screening CCC(=O)N/C(=N\OCc1ccc(F)cc1)c1nonc1NC(=O)CC returned ER stress rescue 3.9%, RSV antiviral HEp-2 0.8%, LYP phosphatase 3%, NS5 inhibitors -12%, Salmonella PhoP GFP -6%, West Nile virus CPE -0.5%, GPR35 arrestin U2OS -2%, Rac1 GTP hydrolysis 10% and SV40 large T antigen 7%.
O=C(NC1CC1)C1CCCN1S(=O)(=O)c1ccc2ccccc2c1 (centres undefined) was read as ER stress rescue 0.6%, RSV antiviral HEp-2 0.2%, LYP phosphatase -17%, NS5 inhibitors -5%, Salmonella PhoP GFP 11%, West Nile virus CPE -0.3%, GPR35 arrestin U2OS 8%, Rac1 GTP hydrolysis 3% and SV40 large T antigen 7%.
Screening Cc1cccc(OCC(=O)Nc2nnc(-c3ccco3)s2)c1 returned ER stress rescue -1.0%, RSV antiviral HEp-2 1.1%, LYP phosphatase -1%, NS5 inhibitors 6%, Salmonella PhoP GFP -5%, West Nile virus CPE 0.3%, GPR35 arrestin U2OS -8%, Rac1 GTP hydrolysis 9% and SV40 large T antigen -10%.
Screening CCOc1ccc(NC(=O)c2ccc(N3CC4CC(C3)c3cccc(=O)n3C4)c(NC(=O)c3ccncc3)c2)cc1 (centres undefined) returned RSV antiviral HEp-2 2.3%, LYP phosphatase -6%, NS5 inhibitors -3%, Salmonella PhoP GFP -7%, West Nile virus CPE -0.1%, GPR35 arrestin U2OS -6%, Rac1 GTP hydrolysis 8% and SV40 large T antigen 8%.
Screening Cc1cccc(OCC(=O)OCC(=O)c2c(N)n(C)c(=O)n(C)c2=O)c1C returned ER stress rescue -0.7%, RSV antiviral HEp-2 -0.1%, LYP phosphatase -3%, NS5 inhibitors 0%, Salmonella PhoP GFP 8%, West Nile virus CPE 0.3%, GPR35 arrestin U2OS -1%, Rac1 GTP hydrolysis 3% and SV40 large T antigen 10%.
For CCOCCN(C(=O)COC)c1cccc(OC)c1 the results were ER stress rescue -1.3%, RSV antiviral HEp-2 0.5%, LYP phosphatase -14%, NS5 inhibitors 2%, Salmonella PhoP GFP -3%, West Nile virus CPE -0.1%, GPR35 arrestin U2OS -16%, Rac1 GTP hydrolysis 2% and SV40 large T antigen 0%.
For Cc1ccnc(NC(=O)c2ccc(Cl)c(NC(=O)C(C)Oc3ccccc3)c2)c1 (centres undefined) the results were ER stress rescue 4.7%, RSV antiviral HEp-2 -1.2%, LYP phosphatase 0%, NS5 inhibitors -8%, Salmonella PhoP GFP -1%, West Nile virus CPE -1.5%, GPR35 arrestin U2OS 0%, Rac1 GTP hydrolysis 10% and SV40 large T antigen 24%.
